Rat MKP-3 inhibitors = inhibition of rat DUSP6 enzyme activity – biochemical, in vitro, primary screen (AID 425); recombinant MKP-3 phosphatase activity, fluorescence; higher % means a stronger effect; inhibition, % at 20 µM; hits with a dose series show IC50 in µM; actives 0.17% (n = 110,000); in the data active = inhibition above about 50%;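 also: plate controls were vehicle for no effect and reference inhibitor for full effect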
Hsp70 inhibitors = small molecules displacing fluorescent ligand from Hsp70 – biochemical, fluorescence polarization, primary screen (AID 583); actives 0.06% (n = 140,000); displacement, % at 20 µM, or IC50 in µM where a hit was titrated; Hsp70 fluorescence polarization probe displacement, mP; higher % means a stronger effect; in the data active = displacement above about 50%;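 also: plate controls were vehicle for no effect and reference ligand for full effect; a part of the inactive calls stands beside numbers as strong as those of hits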
Starred values were filed as active, the others as inactive; / = not tested or not shown; & = joins results of further samples.

SMILES	Rat MKP-3 inhibitors	Hsp70 inhibitors
COc1ccccc1C(=O)NN1C(=O)/C(=C2/C(=O)N(CC(=O)O)c3ccccc32)SC1=S	-1%	4.2%
COc1cccc(CC(NC(C)=O)C(=O)NC2CCN(S(=O)(=O)c3ccc4ccccc4c3)CC2)c1 (centres undefined)	/	0.7%
Cc1cccc(C(=O)Oc2ccccc2C2C[C@]3(C)CC(=O)NC3N2C(=O)c2cccc(C)c2)c1 (some centres undefined)	/	0.7%
Cn1c(=O)oc2cc(S(=O)(=O)NC(Cc3ccccc3)C(=O)N3CCCCC3)ccc21 (centres undefined)	-8%	6.7%
O=C(/C=C/c1ccc2c(c1)OCO2)n1nnc2ccccc21	2%	8.7%
CCN1C(=O)/C(=C\c2cn(CCOc3ccccc3C)c3ccccc23)SC1=S	2%	21%
COc1ccc(/C=C/C(=O)Nc2ccc(C)c([N+](=O)[O-])c2)cc1OC	0%	1.9%
Cc1nn(-c2c(Cl)cc(Cl)cc2Cl)c(=O)c2ccccc12	/	-7.0%
CCOC(=O)C1=NN(c2ccccc2)C2(S1)SC(C(C)=O)=C(C)N2c1ccccc1 (centres undefined)	/	4.5%
O=C(Cc1sc(-c2ccccc2)nc1-c1ccccc1)Nc1ccccc1	/	6.3%
Cc1ccc(C)c(N(CC(=O)NC2CCCC2)C(=O)CCCC(=O)Nc2ccccn2)c1	-4%	-6.4%
CCOc1ccc(-c2cc(C(=O)Nc3ncn[nH]3)c3ccccc3n2)cc1	-1%	-1.1%
COc1ccc(S(=O)(=O)N2CCN(c3ccc(Cl)cc3)CC2)cc1	1%	0.5%
CCOC(=O)C(CC)Sc1nc(-c2ccc(OC)cc2)nc2c1c(=O)n(C)c(=O)n2C (centres undefined)	/	-2.1%
CCN(CC)S(=O)(=O)c1ccc2c(c1)C(=NO)c1cc(S(=O)(=O)N(CC)CC)ccc1-2	/	6.7%
Cc1ccc(NC(=O)/C=C/c2ccccc2)c([N+](=O)[O-])c1	3%	0.1%
CC(=O)Nc1ccc2oc(-c3ccc(Cl)cc3)nc2c1	4%	8.7%
COCCCNC(=O)c1ccc(Cn2c(=O)c3ccccc3n(Cc3ccccc3C#N)c2=O)cc1	/	-4.9%
COc1ccc(CSc2nnc(N)s2)cc1F	-10%	-0.6%
Cc1nn(Cc2ccccc2)c(N)c1-c1ccccc1	-2%&-2%	0.5%&-1.9%

4 consecutive compounds already listed:
SMILES	Rat MKP-3 inhibitors	Hsp70 inhibitors
CC(=O)Nc1ccc2oc(-c3ccc(Cl)cc3)nc2c1	4%	8.7%
COCCCNC(=O)c1ccc(Cn2c(=O)c3ccccc3n(Cc3ccccc3C#N)c2=O)cc1	/	-4.9%
COc1ccc(CSc2nnc(N)s2)cc1F	-10%	-0.6%
Cc1nn(Cc2ccccc2)c(N)c1-c1ccccc1	-2%&-2%	0.5%&-1.9%

(list continues)
SMILES	Rat MKP-3 inhibitors	Hsp70 inhibitors
O=C(NCN1C(=O)C2C3C=CC(C3)C2C1=O)Nc1nccs1 (centres undefined)	2%	2.0%
O=C(c1csc2ccccc12)N1CCN(c2ccccn2)CC1	3%	0.4%
CC(C)CC(NC(=O)C1CCC(C)CC1)C(=O)NCc1cccnc1 (centres undefined)	/	-3.8%
O=C(NCc1ccco1)c1cccc(S(=O)(=O)N2CCCCC2)c1	-5%	5.1%
O=c1c2cc(Cl)ccc2[nH]c(=S)n1Cc1ccco1	-2%	-3.6%
O=C(NCCCN1CCCCC1)c1ccc2c(c1)NC(=O)C(N1CCOCC1)S2 (centres undefined)	/	0.1%
COc1ccc(C2C(C(=O)c3ccco3)=C(O)C(=O)N2CCc2ccccc2)cc1OC (centres undefined)	2%	-7.5%
CCOc1cc2[nH]c(=O)n(CCCCCC(=O)NCc3ccc4c(c3)OCO4)c(=O)c2cc1OCC	0%	-0.3%
COc1cccc(/C=N/Nc2nnc(-c3ccccc3)c(-c3ccccc3)n2)c1O	1%	1.1%
CCOc1ccccc1NC(=O)c1ccccc1	1%	-4.8%
N/C(Cc1ccc([N+](=O)[O-])cc1)=N\OC(=O)c1ccc(Br)cc1	1%	-1.1%
CSC1=NC(c2cccc([N+](=O)[O-])c2)C(C(=O)OC(C)C)=C(C)N1 (centres undefined)	4%	-0.7%
CC(C)Cc1cc(-c2ccccc2)c(C#N)c(N)n1	-2%	-2.6%
O=C(Nc1ccc2c(c1)OCO2)C1CCCCN1S(=O)(=O)c1ccc(F)cc1 (centres undefined)	4%	1.1%
O=C(Cc1cccs1)Nc1nnc(Cc2ccc(F)cc2)s1	/	-0.9%
Cc1cc(C)nc(N(C#N)CC(=O)c2ccccc2)n1	-14%	-1.3%
COc1ccc(C(=O)OC(C)CN2CCOCC2)cc1OC (centres undefined)	-4%	2.2%
Cc1occc1-c1nnc(SCCCC(=O)c2ccc(F)cc2)n1C	-7%	0.1%
Cc1cc(C)nc(SCc2nnc(SCC(=O)Nc3ncc(C)s3)n2Cc2ccco2)n1	-3%	2.5%
O=C(NCC1CCCO1)c1ccccc1 (centres undefined)	-4%	2.4%&4.3%
O=C(O)c1ccc(-c2ccc(/C=C3\SC(=S)N(c4cccc(C(F)(F)F)c4)C3=O)o2)cc1	2%	-18%
COC(=O)c1nn(-c2ccc(-c3ccccc3)cc2)cc1O	-2%	2.1%
O=C(NCc1ccncc1)c1cccc(Cn2cc(Br)cn2)c1	-1%	-2.9%
CCc1c(O)cc2n(c1=O)-c1ccc(Cl)cc1C2(C)C	/	0.1%
COc1cc(OC)c([N+](=O)[O-])cc1/C=C1/C(=O)NC(=S)N(c2cccc(Br)c2)C1=O	4%	-4.8%
O=C(C(c1ccccc1)c1ccccc1)N1CCN(c2ccc([N+](=O)[O-])cc2)CC1	-3%	-2.1%
CCn1cc(S(=O)(=O)CC(=O)Nc2ccc3c(c2)OCO3)c2ccccc21	-3%	-2.7%
CCOC(=O)c1sc2nc(CC(=O)OC)nc(NCc3ccco3)c2c1C	5%	3.0%
CCS(=O)(=O)N1CCC(C(=O)NCCc2ccc(C)cc2)CC1	-1%	5.7%
O=C(NC(=S)Nc1ccc(SC(F)F)cc1)c1cccs1	2%	4.3%
O=C1c2ccccc2C(=O)N1c1ccc(S(=O)(=O)N2CCN(c3ccccc3)CC2)cc1	-1%	-1.3%
CCCn1c(CNC(=O)c2cccs2)nc2ccccc21	-10%	6.9%
O=C(CC1S\C(=N/N=C/C=C/c2ccccc2)NC1=O)Nc1ccc(Cl)cc1 (centres undefined)	4%	6.8%
O=C(NCCN1CCCC1)C1(S(=O)(=O)c2ccc(Cl)cc2)CC1	3%	7.1%
O=C(c1ccc(F)cc1)N1CCN(Cc2ccccc2Br)CC1	2%	-4.7%
CCC(C)(C)NC(=O)C(c1ccc(OC)cc1)N(Cc1cccs1)C(=O)CCC(=O)Nc1cc(C)on1 (centres undefined)	/	1.5%
CCC(=O)Nc1nonc1-c1nc2ccccc2n1N(C(=O)CC)C(=O)CC	-11%	-2.6%
Fc1ccc(CSc2nnc(-c3cccs3)o2)cc1	0%	3.2%
C=CCN(CC=C)c1nc2ccccc2nc1C(C#N)C(=O)OC(C)C (centres undefined)	5%	6.3%
COc1ccc(C(=O)COC(=O)CSCc2c(C)noc2C)cc1OC	3%	-3.3%

Reprinted at random: 6 records from the list.
SMILES	Rat MKP-3 inhibitors	Hsp70 inhibitors
O=C(C(c1ccccc1)c1ccccc1)N1CCN(c2ccc([N+](=O)[O-])cc2)CC1	-3%	-2.1%
COc1cc(OC)c([N+](=O)[O-])cc1/C=C1/C(=O)NC(=S)N(c2cccc(Br)c2)C1=O	4%	-4.8%
CCCn1c(CNC(=O)c2cccs2)nc2ccccc21	-10%	6.9%
O=C(O)c1ccc(-c2ccc(/C=C3\SC(=S)N(c4cccc(C(F)(F)F)c4)C3=O)o2)cc1	2%	-18%
CCC(C)(C)NC(=O)C(c1ccc(OC)cc1)N(Cc1cccs1)C(=O)CCC(=O)Nc1cc(C)on1 (centres undefined)	/	1.5%
CCn1cc(S(=O)(=O)CC(=O)Nc2ccc3c(c2)OCO3)c2ccccc21	-3%	-2.7%

Returning to the listing with the 4 entries that preceded the break.
SMILES	Rat MKP-3 inhibitors	Hsp70 inhibitors
CCC(=O)Nc1nonc1-c1nc2ccccc2n1N(C(=O)CC)C(=O)CC	-11%	-2.6%
Fc1ccc(CSc2nnc(-c3cccs3)o2)cc1	0%	3.2%
C=CCN(CC=C)c1nc2ccccc2nc1C(C#N)C(=O)OC(C)C (centres undefined)	5%	6.3%
COc1ccc(C(=O)COC(=O)CSCc2c(C)noc2C)cc1OC	3%	-3.3%
CCc1cc2c(C)cc(=O)oc2cc1OC(C)=O	-4%	6.6%
COc1cc2c(cc1NC(=O)COc1ccc(Cl)cc1C)oc1ccccc12	3%	-0.6%
CCOC(=O)N1CC=C2C(C#N)=C(N)C(C#N)(C#N)[C@H](c3cccs3)C2C1 (some centres undefined)	/	9.6%
CCCCNC(=O)CC(NS(=O)(=O)c1ccc(C)cc1)c1ccco1 (centres undefined)	-1%	-1.6%
Cc1c(S(=O)(=O)Nc2cc(Cl)ccc2Cl)c(=O)n(C)c(=O)n1C	-8%	-1.5%
Cc1ccc(-c2noc(C3CCCN(C(=O)c4ccc(F)cc4F)C3)n2)cc1 (centres undefined)	-5%	-2.5%
COc1ccc(CC(=O)NC2CCN(CC(=O)N3CCCc4ccccc43)CC2)cc1OC	0%	-2.3%
O=C(Nc1ccc(-c2nnc(-c3ccccc3)o2)cc1)c1ccc(Cl)cc1	1%	-1.5%
CCOc1c(Cl)cc(C(=O)NCCN2CCCCC2)cc1Cl	0%	-1.5%
CCn1c(NCc2ccc(N(C)C)cc2)nc2ccccc21	-4%	1.9%
CN1CCN(C(=O)CN2C(=O)/C(=C/c3ccccc3)SC2=S)CC1	-1%	-3.5%
O=C(Oc1ccnc2cc(Cl)ccc12)N1CCOCC1	-5%	12%
C[N+]12CCC(CC1)C(OC(=O)C(O)(c1ccccc1)c1ccccc1)C2 (centres undefined)	0%	2.2%
COC(=O)c1ccc(N2C(=O)C3C4C=CC(C5CC45)C3C2=O)cc1 (centres undefined)	3%	3.1%
CCn1c(SC)nnc1-c1sc2cc(Cl)ccc2c1Cl	-1%	1.5%
Cc1ccc(S(=O)(=O)O/N=C2\CCCc3ccccc32)cc1	/	5.5%
C=C(C)CN1C(=O)C(O)(CC(=O)c2ccc3c(c2)OCCO3)c2ccccc21 (centres undefined)	-4%	3.2%
COc1cc(C2Nc3cc(Cl)c(S(N)(=O)=O)cc3S(=O)(=O)N2)cc(OC)c1OC (centres undefined)	-12%	0.3%
Cc1cc(NS(=O)(=O)c2ccc(Cl)cc2)nn1CC(=O)NCc1ccco1	-10%	3.5%
CCCCSc1nc(NCc2ccco2)c2c3c(sc2n1)COC(C)(C)C3	/	0.4%

The final 2 entries of the section before come first, to join the parts:
SMILES	Rat MKP-3 inhibitors	Hsp70 inhibitors
Cc1cc(NS(=O)(=O)c2ccc(Cl)cc2)nn1CC(=O)NCc1ccco1	-10%	3.5%
CCCCSc1nc(NCc2ccco2)c2c3c(sc2n1)COC(C)(C)C3	/	0.4%
COc1ccccc1-c1nc(C#N)c(N2CCN(c3cccc(Cl)c3)CC2)o1	0%	0.4%
Oc1ccccc1CNc1cnc2ccccc2c1	/	0.8%
COc1ccc(/C=C/C(O)=C2/C(=O)N(C)C3(C)CC2c2ccccc2O3)cc1 (centres undefined)	1%	-2.3%
CC(=O)N1c2ccc3ccccc3c2C(C)CC12CCCCC2 (centres undefined)	/	-0.8%
Cc1ccc(C)c(OCC(=O)N/N=C/C=N/NC(=O)COc2cc(C)ccc2C)c1	-5%	4.6%
Cc1cccc(N(CC(O)CN2C(=O)NC(C)(C)C2=O)S(=O)(=O)c2ccccc2)c1 (centres undefined)	1%	3.9%
CC1CN(C(=O)CN2C(=O)NC3(CCCCCCC3)C2=O)CC(C)O1 (centres undefined)	-8%	-2.6%
COc1cc(OC)c2c(C)cc(=O)oc2c1	-5%	1.4%
COc1ccc(C2CC(c3ccc(Cl)cc3)n3nc(N)nc3N2)cc1 (centres undefined)	-9%	1.5%
Cc1ccc(NC(=O)C(=O)NCCN2CCN(C(=O)c3ccccc3[N+](=O)[O-])CC2)cc1	-4%	8.5%
O=C(O)c1cc2cc(F)ccc2[nH]1	-9%	/
COc1ccc(-c2nnn(CCC(=O)O)n2)cc1	/	3.9%
Cn1ccnc1SCC(=O)c1cc2ccccc2o1	4%	-5.2%
O=C(COC(=O)C1CC2C=CC1C2)NCc1ccco1 (centres undefined)	-11%	15%
O=S(=O)(c1ccc(OCC(O)CN2CCN(c3ccc(F)cc3)CC2)cc1)N1CCOCC1 (centres undefined)	8%	-54%
O=C(O)CCC1COc2ccccc2O1 (centres undefined)	-15%	1.0%
CCc1cc(OCCOCCN(C)CCO)ccc1Cl	-5%	1.2%
Nc1cccc(C(=O)Nc2ccccc2)c1	0%	-2.3%
CC(=NCc1cccnc1)C1=C(O)c2ccccc2C1=O	6%	-1.3%
O=C1CC(=O)NC(SCC(=O)Nc2nc3ccccc3s2)=N1	5%	3.2%
COC(=O)CC1Oc2ccccc2N(Cc2ccccc2)C1=O (centres undefined)	-7%	-2.6%
COc1ccc(C(C[N+](=O)[O-])c2c(-c3ccccc3)cc3ccccn23)cc1 (centres undefined)	/	0.8%
CCN1C(=O)CC(n2c(C)nc3ccccc32)C1=O (centres undefined)	4%	/

Compound activity: PubChem BioAssay, Sanford-Burnham Center for Chemical Genomics

Some of the compounds tested; rates above refer to the full screens.
